# Bioassay records: PubChem, several laboratories
# SRC2 inh – inhibits human steroid receptor coactivator 2. Q15596. AID 651957. HEK293 GAL4-SRC2 luciferase reporter, luminescence. inhibition, % at 9 µM. 370,000 compounds, 0.17% hits;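 active = inhibition above the mean inhibition of all tested compounds plus 3 SD, set per campaign, cut at about 52% in these data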;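 also: 0% = DMSO treated cells and 100% = cells given Gossypol at 36 µM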
# EBV LMP1 NFkB – Epstein-Barr LMP1 NF-kappaB reporter inhibition; LMP1-induced NF-kappaB luciferase reporter cells, luminescence; inhibition, % at 12.5 µM; 350,000 compounds, 0.69% hits; AID 504558; in the data active = inhibition above about 41%;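 also: 0% = neutral control wells and 100% = reference inhibitor control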
# KKLEB tox – counter-screen for CF NF-kB inhibitors: cytotoxicity | KKLEB CF airway cells viability, ATPlite luminescence, overnight; stronger effect = lower value; cells stimulated with P. aeruginosa culture filtrate | activity change (cytotoxicity), % at 5 µM | 360,000 compounds, 0.36% hits;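 active = corrected activity change at or below -50% at 5 µM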
# LRH-1 inv ag – NR5A2 inverse agonism in reporter assay; 360,000 compounds, 0.13% hits; inhibition, % at 3.6 µM; HEK293T StAR-luciferase reporter, LRH-1 transfected, 24 h; O00482;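 active = inhibition above the mean inhibition of all tested compounds plus 3 SD, cut at about 73% in these data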;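 also: 0% = DMSO wells and 100% = reporter-only cells lacking LRH-1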
# CF NFkB inh – cystic fibrosis NF-kB activation inhibition; KKLEB NF-kB-GFP reporter, PAF-induced, GFP fluorescence overnight; 360,000 compounds, 0.86% hits; inhibition, % at 5 µM;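 active = at least 50% inhibition at 5 µM, scaled per plate between neutral and stimulator controls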;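 also: PAF is a Pseudomonas aeruginosa culture filtrate used as stimulus; plate controls were PAF-stimulated DMSO wells for no effect and unstimulated DMSO wells for full effect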
# C8 TRAIL sens – caspase-8 TRAIL sensitization | NB7+C8 cells + TRAIL, ATPlite viability luminescence | inhibition (viability loss, TRAIL sensitization), % at 10 µM | 360,000 compounds, 1% hits | AID 624354;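 active = compounds causing at least 50% loss of cell viability in the single-dose screen, relative to plate controls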
# TWEAK-Fn14 inh – inhibitors of TWEAK-Fn14 interaction signaling; TWEAK-stimulated Fn14 reporter cells, luciferase luminescence, 8 h; inhibition, % at 10 µM; 360,000 compounds, 2% hits; in the data active = inhibition above about 50%
# TROY NFkB inh – blocks TROY-dependent signaling in reporter cells. Q293 LMP1-TROYcd NF-kB luciferase reporter, 4 h. inhibition, % at 10 µM. 360,000 compounds, 0.98% hits. AID 1347056;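 active = compounds whose plate-normalised and pattern-corrected inhibition of the luciferase reporter signal at the single screening dose is 50% or more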
# COUP-TFII inh – NR2F2 (human) inhibition, primary screen. inhibition, % at 8.6 µM. AID 686940. P24468. HEK293T NGFI-A luciferase reporter, luminescence. 370,000 compounds, 0.7% hits;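 active = inhibition above a per-plate cutoff, mean inhibition of test wells between control levels plus 3 SD, cut at about 38% in these data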;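 also: cells cotransfected with COUP-TFII expression vector driving the NGFI-A reporter; 0% = median of COUP-TF2 test wells and 100% = reporter-only cells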
# NCOA1 inh – inhibitors of human steroid receptor coactivator 1 (SRC1). Q15788. inhibition, % at 3.6 µM. 360,000 compounds, 0.12% hits. HEK293 GAL4-SRC1 luciferase reporter, luminescence. AID 588354;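 active = inhibition above the campaign mean plus 3 SD, with each screening campaign given its own cutoff, cut at about 60% in these data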;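 also: 0% = DMSO treated cells and 100% = gossypol at 36 µM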
# Target sequence (Q15788 whole entry, looked up, the tested form may be a part): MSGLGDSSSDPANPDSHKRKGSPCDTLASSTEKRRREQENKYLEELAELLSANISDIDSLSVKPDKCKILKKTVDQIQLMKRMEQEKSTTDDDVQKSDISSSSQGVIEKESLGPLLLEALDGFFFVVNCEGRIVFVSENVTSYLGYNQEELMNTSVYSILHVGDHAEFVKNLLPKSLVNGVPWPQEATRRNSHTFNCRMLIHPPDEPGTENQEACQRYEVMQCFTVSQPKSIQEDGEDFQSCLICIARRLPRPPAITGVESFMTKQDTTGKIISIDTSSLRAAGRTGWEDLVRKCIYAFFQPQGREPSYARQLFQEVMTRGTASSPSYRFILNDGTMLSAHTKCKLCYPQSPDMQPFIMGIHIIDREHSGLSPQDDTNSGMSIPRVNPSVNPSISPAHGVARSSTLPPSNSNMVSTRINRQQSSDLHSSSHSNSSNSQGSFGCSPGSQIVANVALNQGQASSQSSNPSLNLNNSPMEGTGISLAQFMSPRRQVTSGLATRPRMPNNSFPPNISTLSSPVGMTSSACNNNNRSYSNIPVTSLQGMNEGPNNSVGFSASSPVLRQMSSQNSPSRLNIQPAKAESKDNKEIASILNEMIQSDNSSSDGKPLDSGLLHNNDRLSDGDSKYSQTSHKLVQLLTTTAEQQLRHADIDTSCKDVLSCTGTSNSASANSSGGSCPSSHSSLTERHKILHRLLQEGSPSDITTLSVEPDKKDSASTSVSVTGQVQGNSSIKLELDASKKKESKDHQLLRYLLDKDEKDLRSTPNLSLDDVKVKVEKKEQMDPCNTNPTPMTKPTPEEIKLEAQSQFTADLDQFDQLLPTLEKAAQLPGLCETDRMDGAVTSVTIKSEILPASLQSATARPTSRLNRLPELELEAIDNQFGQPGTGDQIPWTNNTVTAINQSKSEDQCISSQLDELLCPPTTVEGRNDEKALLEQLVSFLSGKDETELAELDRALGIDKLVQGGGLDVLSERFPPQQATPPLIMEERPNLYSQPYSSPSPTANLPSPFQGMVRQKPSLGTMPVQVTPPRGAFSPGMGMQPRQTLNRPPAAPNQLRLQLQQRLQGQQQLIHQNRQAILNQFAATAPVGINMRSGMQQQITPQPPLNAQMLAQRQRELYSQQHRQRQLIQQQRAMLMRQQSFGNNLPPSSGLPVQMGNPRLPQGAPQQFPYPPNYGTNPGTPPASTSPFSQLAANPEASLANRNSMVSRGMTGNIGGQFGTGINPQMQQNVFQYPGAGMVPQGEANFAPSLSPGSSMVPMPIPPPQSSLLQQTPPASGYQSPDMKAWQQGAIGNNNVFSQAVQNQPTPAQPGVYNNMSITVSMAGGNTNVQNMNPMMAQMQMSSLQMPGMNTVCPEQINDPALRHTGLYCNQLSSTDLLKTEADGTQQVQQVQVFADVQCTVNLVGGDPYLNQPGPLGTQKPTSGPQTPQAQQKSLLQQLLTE
# NCOA3 inh – human NCOA3 inhibition | Q9Y6Q9 | HEK293 GAL4-SRC3 luciferase reporter, luminescence | inhibition, % at 3.6 µM | 360,000 compounds, 0.17% hits | AID 588352;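 active = inhibition above a per-campaign cutoff, the mean of all compounds plus 3 SD, cut at about 60% in these data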;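 also: 0% = DMSO-treated cells and 100% = gossypol-treated cells at 36 µM; higher means less SRC3-driven luciferase light from the GAL4 reporter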
# * = called active by the depositor; . = no result given.
entry	compound	SRC2 inh	EBV LMP1 NFkB	KKLEB tox	LRH-1 inv ag	CF NFkB inh	C8 TRAIL sens
1	C#CCOCCOCCOCCNc1nc(N2CCN(C(=O)C([C@@H](C)CC)n3cc(C(N)Cc4ccc(O)cc4)nn3)CC2)nc(N2CCN(C(=O)[C@H](CCC(=O)O)n3cc(C(N)CC(C)C)nn3)CC2)n1 (stereo partly specified)	-1	-5	11	6	-5	-8
2	OC(c1cccc(CN2CCCCC2)c1)c1ncc(-c2cccc3ccccc23)[nH]1 (stereo unspecified)	-11	.	2	12	10	-1
3	CCCCN(CC)CCNC(=O)c1cc2c(=O)n(C)c3ccccc3c2n1C	-51	-24	-7	-13	-12	3
4	COc1ccc(-c2cc(C(F)(F)F)n3ncc(C(=O)N(C)Cc4ccccc4)c3n2)cc1	-7	8	-10	22	-9	-9
5	CC(C)C(C(=O)Nc1sc2c(c1C#N)CCCCC2)N1C(=O)c2ccccc2C1=O (stereo unspecified)	11	-11	1	-11	-5	-8
6	COc1ccc(C(=O)NCc2ccc3c(c2)cc(C)n3C)cc1OC	22	4	-18	11	6	6
7	CC1(C)CC(=O)C/C(=N/NC(=O)COc2ccc(Cl)cc2Cl)C1	-34	2	5	-11	4	4
8	O=S(=O)(Nc1ccc(Cl)cn1)c1ccc(F)cc1	6	-1	-23	3	0	1
9	Clc1ccc(-c2ncc3ccccn23)c(Cl)c1	9	-3	-18	-39	7	-1
10	CCOC(=O)COc1ccsc1C(=O)OC	12	2	8	-8	-1	-2
11	CC(=O)Nc1ccc(OCc2cccc([N+](=O)[O-])c2)cc1	-39	-8	6	-68	-5	2
12	O=C(NCCc1csc(-c2cccnc2)n1)c1cccc(Cl)c1	-39	0	0	-9	-5	3

entry	TWEAK-Fn14 inh	TROY NFkB inh	COUP-TFII inh	NCOA1 inh	NCOA3 inh
1	21	-1	-9	-1	-4
2	8	16	-13	-18	8
3	-28	-4	-50	-7	9
4	6	5	-6	-12	16
5	-7	3	4	-4	-5
6	-17	-14	-6	-9	-15
7	-27	-26	1	6	24
8	6	10	-12	-8	-2
9	-17	-46	-11	-14	0
10	-4	-4	12	-46	-5
11	-22	-42	-11	-37	-9
12	-29	1	9	9	23

# Other results follow.
entry	compound	SRC2 inh	EBV LMP1 NFkB	KKLEB tox	LRH-1 inv ag	CF NFkB inh	C8 TRAIL sens
13	CC(C)C(=O)Nc1ccnc(-c2cccnc2)n1	-10	-4	7	7	-9	-1
14	Cc1cc(C(=O)NNC(=O)NC(C)C)no1	13	15	-8	0	14	10
15	CCCn1c(CN2CCN(C(C)=O)CC2)nc2cc(S(=O)(=O)N(C)C)ccc21	-43	5	10	3	13	5
16	NS(=O)(=O)c1ccc(NC(=O)CSc2nc3c(c(=O)[nH]2)CCCC3)cc1	5	6	0	7	-1	21
17	COC(C(=O)NC(C(C)C)C(C)C)c1ccccc1 (stereo unspecified)	6	-5	-8	12	15	-4
18	CN(Cc1ccccc1)S(=O)(=O)c1cn(C)cn1	-29	2	5	5	6	-7
19	Cc1nc(Cl)c2oc3ccccc3c2n1	-17	-8	-7	-8	8	70*
20	CCn1c(C)cc(C=C2C(=O)c3ccccc3C2=O)c1C	-45	-14	-1	-77	-1	49
21	Cc1cc(OCC(=O)NNC(=O)c2cccc(F)c2)ccc1Cl	10	-4	-9	-8	-6	-22
22	COc1ccc(N2CCN(C(=O)CCCn3c(=O)[nH]c4ccsc4c3=O)CC2)cc1	9	-6	-2	-22	-13	13
23	Cc1ccc(OCC(=O)Nc2ccc3c(c2)OCCO3)cc1C	16	10	-2	-19	-16	3
24	O=C(NNS(=O)(=O)c1ccccc1[N+](=O)[O-])c1cccc(Cl)c1	8	-4	-19	5	21	-17

entry	TWEAK-Fn14 inh	TROY NFkB inh	COUP-TFII inh	NCOA1 inh	NCOA3 inh
13	5	8	-21	-9	8
14	6	5	23	-1	25
15	16	-25	-11	-9	-9
16	-4	7	-16	-45	-6
17	-7	13	8	8	-7
18	10	-6	-9	16	25
19	-14	-20	5	-8	12
20	54*	31	-37	-97	-94
21	13	0	-4	-3	-1
22	-14	2	25	-1	3
23	54*	44	-2	-45	22
24	-8	1	-4	-30	13

# Following part.
entry	compound	SRC2 inh	EBV LMP1 NFkB	KKLEB tox	LRH-1 inv ag	CF NFkB inh	C8 TRAIL sens
25	CC(=O)O/N=C(\N)Cc1ccc(-c2csnn2)cc1	-26	-5	-14	19	2	12
26	Cc1ccc(N2CCN(S(=O)(=O)c3c(C)nc4scc(C)n4c3=O)CC2)c(C)c1	-10	4	27	-1	-16	-5
27	CC(=O)c1cc2c(cc1NC(=O)Cc1ccsc1)OCO2	2	-12	-6	-20	1	2
28	CCOC(=O)C1CCN(C(=O)CCCn2c(=O)c3cccn3c3cccnc32)CC1	0	4	-6	-36	13	-8
29	O=C(COc1ccccc1[N+](=O)[O-])Nc1cccc(S(=O)(=O)NC2=NCCCCC2)c1	-30	-8	-5	1	7	1
30	Cc1nc(C(=O)Nc2ccc(Cl)cc2Cl)nn1-c1cc(OC(C)C)c(Cl)cc1Cl	2	8	-15	-2	19	8
31	Cc1nc2scc(C)n2c(=O)c1S(=O)(=O)Nc1ccc(OC(F)(F)F)cc1	37	0	1	1	18	-3
32	CCCCC1(c2ccc(F)cc2)NC(=O)N(CC(=O)Nc2ccc(N3CCOCC3)cc2)C1=O (stereo unspecified)	-16	-14	-7	-20	22	-7
33	O=S(=O)(Nc1ccc(Oc2ncccn2)c(Cl)c1)c1ccc(Cl)cc1	-10	-1	-20	-3	7	-9
34	CCOC(=O)N1CCN(C(=O)Nc2ccc3oc(C)nc3c2)CC1	-2	-2	18	16	-8	-18
35	COc1cc(C2c3c(-c4ccccc4O)n[nH]c3C(=O)N2Cc2ccco2)cc(OC)c1OC (stereo unspecified)	-7	6	2	3	7	-18
36	Cc1nc(-c2ccc(NC(=O)C3CCCCC3)cc2)cs1	-25	-66	-5	-113	6	29

entry	TWEAK-Fn14 inh	TROY NFkB inh	COUP-TFII inh	NCOA1 inh	NCOA3 inh
25	-13	-2	-13	11	10
26	-10	24	-10	0	7
27	-10	-14	-13	2	-15
28	29	-6	12	-8	-3
29	10	7	9	-15	1
30	18	15	0	6	10
31	-3	9	8	-42	21
32	12	10	3	-17	-5
33	5	10	-1	12	-19
34	-7	-22	13	-6	17
35	10	4	-10	3	-2
36	-41	-63	-18	-94	-98

# Further results
entry	compound	SRC2 inh	EBV LMP1 NFkB	KKLEB tox	LRH-1 inv ag	CF NFkB inh	C8 TRAIL sens
37	CCN1CC2([N+](=O)[O-])C=CC(=O)C([N+](=O)[O-])(C1)C2CC(=O)c1ccccc1 (stereo unspecified)	22	2	4	-27	0	-11
38	N#CCc1c(C#N)c(N)nc(Nc2ccccc2)c1C#N	-5	2	-20	8	12	-2
39	CCn1nnnc1-c1ccc(OC)c(S(=O)(=O)Nc2ccc(OC)cc2)c1	-4	-1	14	4	-30	-8
40	COc1ccc2[nH]c(C)c(CCNC(=S)Nc3cccc(C)c3C)c2c1	14	-1	-6	0	16	-14
41	CCOC(=O)Cc1csc(NC(=O)c2ccc(C)c(S(=O)(=O)N3CCOCC3)c2)n1	4	0	-6	-12	3	1
42	C=CCCCCCCCCc1nc(=S)[nH][nH]1	10	2	8	-14	-4	27
43	[N-]=[N+]=NC[C@H](Cc1ccccc1)N1CC[C@@H](NC(=O)OCc2ccccc2)CCC1=O	10	2	1	11	-4	19
44	Cc1ccc(N2C(=O)N(CC(=O)Nc3ccc(C)c(C)c3[N+](=O)[O-])C(=O)C2C)cc1 (stereo unspecified)	-4	-1	9	-9	-1	5
45	CCCCC1(CO)C(=O)N(c2ccccc2)N(c2ccccc2)C1=O	5	-5	2	20	8	-6
46	COc1ccc(S(=O)(=O)N2CCC(O)(c3ccc(Cl)cc3)CC2)cc1OC	23	3	-3	6	-4	-9
47	CNC(=O)c1ccsc1NC(=O)C1CCCN1S(=O)(=O)c1cccs1 (stereo unspecified)	17	2	4	7	-6	-6
48	Cc1nc(Cl)sc1C(=O)O	-3	1	-4	-10	-14	-8

entry	TWEAK-Fn14 inh	TROY NFkB inh	COUP-TFII inh	NCOA1 inh	NCOA3 inh
37	7	0	-18	-10	-25
38	0	-3	1	-6	11
39	4	-5	-5	-9	11
40	-10	0	11	3	0
41	-10	5	0	6	0
42	-3	6	13	-7	-6
43	-22	-7	9	2	6
44	12	-18	-5	-4	2
45	3	-10	25	-4	17
46	2	24	21	5	4
47	-2	-16	15	-19	3
48	13	1	-13	13	10

# Some of the entries above in another layout.
40: COc1ccc2[nH]c(C)c(CCNC(=S)Nc3cccc(C)c3C)c2c1
41: CCOC(=O)Cc1csc(NC(=O)c2ccc(C)c(S(=O)(=O)N3CCOCC3)c2)n1
42: C=CCCCCCCCCc1nc(=S)[nH][nH]1
43: [N-]=[N+]=NC[C@H](Cc1ccccc1)N1CC[C@@H](NC(=O)OCc2ccccc2)CCC1=O
44: Cc1ccc(N2C(=O)N(CC(=O)Nc3ccc(C)c(C)c3[N+](=O)[O-])C(=O)C2C)cc1 (stereo unspecified)
45: CCCCC1(CO)C(=O)N(c2ccccc2)N(c2ccccc2)C1=O
46: COc1ccc(S(=O)(=O)N2CCC(O)(c3ccc(Cl)cc3)CC2)cc1OC
47: CNC(=O)c1ccsc1NC(=O)C1CCCN1S(=O)(=O)c1cccs1 (stereo unspecified)
48: Cc1nc(Cl)sc1C(=O)O
Screen / compound no.	40	41	42	43	44	45	46	47	48
SRC2 inh	14	4	10	10	-4	5	23	17	-3
EBV LMP1 NFkB	-1	0	2	2	-1	-5	3	2	1
KKLEB tox	-6	-6	8	1	9	2	-3	4	-4
LRH-1 inv ag	0	-12	-14	11	-9	20	6	7	-10
CF NFkB inh	16	3	-4	-4	-1	8	-4	-6	-14
C8 TRAIL sens	-14	1	27	19	5	-6	-9	-6	-8
TWEAK-Fn14 inh	-10	-10	-3	-22	12	3	2	-2	13
TROY NFkB inh	0	5	6	-7	-18	-10	24	-16	1
COUP-TFII inh	11	0	13	9	-5	25	21	15	-13
NCOA1 inh	3	6	-7	2	-4	-4	5	-19	13
NCOA3 inh	0	0	-6	6	2	17	4	3	10

# Continued.
entry	compound	SRC2 inh	EBV LMP1 NFkB	KKLEB tox	LRH-1 inv ag	CF NFkB inh	C8 TRAIL sens
49	Cc1ccc2nc(NC(=O)c3ccc(Cn4cc(Cl)cn4)o3)sc2c1	5	8	3	-45	-7	17
50	O=C(NCc1cccnc1)c1ccc(COc2ccc3c(c2)CCC3)o1	20	-16	-16	13	15	-10
51	CCN(C[C@H]1N[C@@](CC)(C(=O)OC)[C@H]2C(=O)N(C)C(=O)[C@@H]12)S(=O)(=O)c1ccc(OC(F)(F)F)cc1	-18	-6	-1	17	7	-1
52	Nc1nc(Nc2ccccc2)nc(NCCO)c1[N+](=O)[O-]	12	-7	-18	-3	10	-9
53	CSc1ccccc1C(=O)N1CCN(c2ncccn2)CC1	6	-2	-3	15	-17	-5

entry	TWEAK-Fn14 inh	TROY NFkB inh	COUP-TFII inh	NCOA1 inh	NCOA3 inh
49	11	29	7	-14	-16
50	-2	3	9	-33	-10
51	-8	-20	16	-3	27
52	18	-18	19	3	6
53	7	11	-3	-10	10
